# Assay outcomes deposited in PubChem BioAssay by several laboratories.
# DYRK1A inh: rat Dyrk1A kinase inhibitors, primary screen, biochemical, single point, plate reader; ADP-Glo luminescence, NFATc1 peptide; inhibition, % at 12.5 µM; 310,000 compounds, 0.43% hits; AID 504441, 2011; in the data active = inhibition above about 50%;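 note: plate controls were vehicle with enzyme for no effect and no enzyme for full effect; many of its hits are not listed in these tables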
# Platelet DG rel: inhibitors of platelet dense granule secretion, primary screen, cell-based, MLPCN, human platelets; inhibition, %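 (compounds screened at 7.5 µM in platelet-rich plasma)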; human platelet-rich plasma, SFLLRN dense granule ATP release, luminescence; 300,000 compounds, 0.22% hits;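 active = mean replicate score, as percent of positive control, at or above 50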
# TRPC4 inh: inhibitors of mouse TRPC4 channel, primary screen, Fluo4 calcium, HEK293 TRPC4beta/mu-opioid cells; Short transient receptor potential channel 4 (Mus musculus), Q9QUQ5; DAMGO-evoked Fluo4 calcium flux; stronger effect = lower value; B-score at 10 µM; 300,000 compounds, 0.39% hits; AID 2247, 2010;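 active = B-score over 3 SD under the library average, no early fluorescence shift, positive overall ratio signal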
#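 Assay system: TRPC4beta/mu-opioid receptor HEK293 cell line; compound dosing: single concentration per test compound; detection: Fluo4 Ca2+ flux fluorescence; evaluation: per-well B score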
# hERG protect: hERG rescue from dofetilide block, primary screen, cell-based, CHO-hERG, FluxOR thallium flux, dofetilide IC70; Voltage-gated inwardly rectifying potassium channel KCNH2 (Homo sapiens), Q12809; 310,000 compounds, 0.51% hits; activation (rescue from dofetilide block), less the hit threshold, % at 10 µM; dofetilide IC70 present;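 active = activation above the mean of controls blocked by dofetilide plus 5 SD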;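 note: thallium influx through hERG after potassium depolarization seen as dye fluorescence rise; in these data hits start at about 4.7%; inactives centre near -7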
# TRPC4 PAM: positive allosteric modulators of TRPC4, primary screen, cell-based, mouse TRPC4beta, HEK293 mu-opioid, Fluo-4 calcium; Short transient receptor potential channel 4 (Mus musculus), Q9QUQ5; DAMGO EC20, Fluo-4 Ca2+ flux; stronger effect = higher value; B-score at 10 µM; 310,000 compounds, 0.42% hits; AID 2227, 2009;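 active = B-score of calcium response area above 5 SD of library B-scores, with initial fluorescence ratio within 5 SD of library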;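 note: B-score of integrated fluorescence ratio over time as area under calcium response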
# KCNK9 block: KCNK9 potassium channel inhibitors, primary screen, HEK293 cells, thallium flux; FluxOR thallium flux fluorescence; stronger effect = lower value; B-score at 10 µM; 310,000 compounds, 1.2% hits; AID 488922, 2010;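 active = ratio B-score over 3 SD below the library mean, with starting fluorescence within 5 SD of its mean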;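 note: negative B-score means less thallium flux so channel inhibition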
# Target sequence (Q9NPC2 whole entry, looked up): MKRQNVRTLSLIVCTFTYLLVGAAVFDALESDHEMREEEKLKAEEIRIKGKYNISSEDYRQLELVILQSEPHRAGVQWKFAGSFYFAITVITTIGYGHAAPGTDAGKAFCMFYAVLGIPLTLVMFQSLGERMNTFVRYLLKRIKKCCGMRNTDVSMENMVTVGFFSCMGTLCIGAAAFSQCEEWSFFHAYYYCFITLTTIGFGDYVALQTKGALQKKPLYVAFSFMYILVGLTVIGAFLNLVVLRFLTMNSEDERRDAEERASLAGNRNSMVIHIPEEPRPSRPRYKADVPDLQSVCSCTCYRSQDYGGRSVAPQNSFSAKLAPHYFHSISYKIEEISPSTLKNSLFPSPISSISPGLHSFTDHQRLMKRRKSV
# KCNQ1 inh: inhibitors of human KCNQ1 channel, primary screen, cell-based, thallium flux, high-throughput; Potassium voltage-gated channel subfamily KQT member 1 (Homo sapiens), P51787; 310,000 compounds, 1.3% hits; CHO-K1 KCNQ1, FluxOR thallium flux fluorescence; stronger effect = higher value; B-score at 10 µM;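 active = compounds whose thallium flux B-score, printed positive for inhibition, exceeds three library SD while starting fluorescence stays within three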;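 note: channel opened by potassium depolarization with thallium stimulus after 20 min compound exposure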
# KCNK3 inh: human KCNK3 channel inhibitors, primary screen, CHO cells, FluxOR thallium flux, B-score; Potassium channel subfamily K member 3 (Homo sapiens), O14649; FluxOR fluorescence; stronger effect = lower value; B-score at 10 µM; 340,000 compounds, 0.84% hits; AID 602410, 2012;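 active = B-score under library mean minus 4 SD, starting fluorescence ratio at most library mean plus 5 SD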;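 note: more negative B-score means stronger inhibition of thallium flux through KCNK3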
# Target sequence (O14649 whole entry, looked up): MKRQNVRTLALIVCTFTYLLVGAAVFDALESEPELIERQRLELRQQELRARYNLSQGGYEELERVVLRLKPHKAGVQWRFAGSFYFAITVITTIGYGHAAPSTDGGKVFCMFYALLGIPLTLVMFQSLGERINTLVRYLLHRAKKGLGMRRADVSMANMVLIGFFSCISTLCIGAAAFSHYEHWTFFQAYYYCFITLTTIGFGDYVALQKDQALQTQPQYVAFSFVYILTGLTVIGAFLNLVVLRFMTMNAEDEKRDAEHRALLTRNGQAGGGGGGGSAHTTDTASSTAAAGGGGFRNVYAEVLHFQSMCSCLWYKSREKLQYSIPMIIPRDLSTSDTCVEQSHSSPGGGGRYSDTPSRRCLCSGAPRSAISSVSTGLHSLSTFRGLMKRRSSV
# PolyA inhibitor: polyadenylation inhibitors in yeast reporter cells, primary screen, luminescence, S. cerevisiae. S. cerevisiae SKY197-pL101 polyadenylation reporter, beta-gal luminescence; efflux-impaired pdr1/pdr3 knockout yeast; score 100 = 6 SD above DMSO. calls only at 12 µM. 300,000 compounds, 0.02% hits. AID 1875, 2009;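 active = lowest replicate activity score at least 50, where 100 means six control SD above control mean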;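 note: yeast exposed to compound for 9 h at 30 °C; higher score means more reporter readthrough which indicates perturbed polyadenylation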
# KCNQ1 act: potentiators or activators of KCNQ1 channel, primary screen, cell-based, thallium flux, high-throughput; Potassium voltage-gated channel subfamily KQT member 1 (Homo sapiens), P51787; CHO-K1 KCNQ1, thallium flux FluxOR fluorescence; stronger effect = higher value; B-score at 10 µM; 310,000 compounds, 0.35% hits;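 active = fluorescence ratio B-score, a plate-corrected score, at least three library SD, with initial intensity B-score within 5 SD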
#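 Assay system: stable KCNQ1 CHO-K1 line; medium: assay buffer, equal DMSO in all wells; timing: 90 min dye loading and 20 min compound exposure, both at room temperature; technique: kinetic FluxOR thallium fluorescence, 10-s 1-Hz baseline, 110-s post-stimulus read; read-out basis: B score of baseline-normalized fluorescence ratio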
# TRPC4 act: activators of mouse TRPC4 channel, primary screen, Fluo4 calcium, HEK293 TRPC4beta/mu-opioid cells; Short transient receptor potential channel 4 (Mus musculus), Q9QUQ5; Fluo4 calcium fluorescence; stronger effect = higher value; B-score at 10 µM; 310,000 compounds, 0.49% hits; AID 2237, 2010;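 active = B-score above 5 SD of library B-scores, and initial fluorescence ratio not above library mean plus 5 SD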;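 note: positive B-score marks a calcium rise read as TRPC4 activation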
#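 Assay system: HEK293 stable line with TRPC4beta plus mu-opioid receptor; schedule: 45 min room-temperature Fluo4 loading, 110 s read; technique: kinetic Fluo4 calcium fluorescence; evaluation: integrated baseline-normalised fluorescence ratio, converted to per-well B score; controls: buffer (low) and maximal DAMGO (high)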
# An asterisk follows results filed as active; i = inactive; · = no result given.
SMILES,DYRK1A inh,Platelet DG rel,TRPC4 inh,hERG protect,TRPC4 PAM,KCNK9 block,KCNQ1 inh,KCNK3 inh,PolyA inhibitor,KCNQ1 act,TRPC4 act
Cc1csc(SCC(=O)N2CCCC2)n1,0,-5,i,-3,i,i,i,i,i,i,i
CCOC(=O)c1c(C)[nH]c(C)c1C(=O)COC(=O)c1cccc(C)c1O,1,1,i,-19,i,i,i,i,i,i,i
N#CCCSCc1ccc(C(=O)O)o1,-3,-2,i,-3,i,i,i,i,i,i,i
COc1ccc(Cl)cc1S(=O)(=O)N1CCN(C)CC1,-4,2,i,-7,i,i,i,i,i,i,i
COc1cc(/C=C/C(=O)O)cc(S(=O)(=O)Nc2cccc(S(=O)(=O)N3CCOCC3)c2)c1OC,-12,13,i,-9,i,i,i,i,i,i,i
Cc1csc(C(=O)NCC(=O)NNC(=O)c2cccc(Cl)c2)c1,2,-2,i,-6,i,i,i,i,i,i,i
CCc1ccc(C(=O)NNC(=O)c2ccc(=O)n(C)n2)cc1,1,15,i,-2,i,i,i,i,i,i,i
CCC(C(=O)NCCCc1ccccc1)c1ccccc1 (stereo unspecified),4,2,i,-14,i,i,i,i,i,i,i
O=C(COC(=O)COc1ccc(Cl)cc1)NC1CCCCC1,-2,-2,i,3,i,i,i,i,i,i,i
O=C1c2cc(O)c(O)cc2S(=O)(=O)C1c1ccccc1 (stereo unspecified),-1,5,i,-11,i,i,i,i,i,i,i
COc1ccc(-c2noc(CCC(=O)Nc3cc(Cl)c(OC)cc3OC)n2)cc1,9,-5,i,-9,i,i,i,i,i,i,i
NNC(=O)c1sc(-c2ccc(Cl)cc2)cc1N,-5,3,i,-11,i,i,i,i,i,i,i
CCCOC(=S)N/C(=N\S(=O)(=O)c1ccccc1)c1ccccc1,-1,0,·,-1,i,i,i,i,i,i,i
CCOC(=O)C1=C(C)N(C)C(=S)NC1c1ccc(Cl)cc1 (stereo unspecified),-3,-4,-6*,-11,i,i,i,i,i,i,i
CC(=O)Nc1ccc(NC(=S)NC(=O)c2ccc([N+](=O)[O-])c(C)c2)cc1,-1,5,i,-7,i,i,i,i,i,i,i
CSCCNC(=O)c1ccc2nc(Cc3ccccc3F)oc2c1,-7,4,i,-8,i,i,i,i,i,i,i
CN(CC(=O)Nc1cccc(F)c1)C(=O)C1CCN(S(=O)(=O)c2ccc3c(c2)OCCO3)CC1,0,-3,i,-1,i,i,i,i,i,i,i
CC(=O)c1c(C)nc(Nc2nc3ccccc3s2)nc1C,·,2,i,-6,i,i,i,i,i,i,i
COc1ccc(NC(=O)C(NS(=O)(=O)c2cccs2)C(C)C)cc1Cl (stereo unspecified),0,10,i,-5,i,i,i,i,i,i,i
C/C(N)=C(/C#N)C(=O)COC(=O)CNS(=O)(=O)c1ccc2ccccc2c1,-1,9,i,-9,i,i,i,i,i,i,i
CCOc1ccccc1N1CCN(C(=S)NCc2ccco2)CC1,-3,1,i,-9,i,i,i,i,i,i,i
CCOC(=O)C1=C(C)NC(c2cccs2)C(=O)N1 (stereo unspecified),1,-3,i,-2,i,i,i,i,i,i,i
Cc1cc(C)cc(NC(=S)NCCN2CCOCC2)c1,-2,1,i,-8,i,i,i,i,i,i,i
COc1ccc(S(=O)(=O)Nc2ccc(Cl)cn2)cc1,-4,1,i,-5,i,i,i,i,i,i,i
CCN(CC)C(=O)Cn1cc(/C=C(\C#N)C(=O)N2CCN(c3ccccc3)CC2)c2ccccc21,0,9,i,0,i,i,i,i,i,i,i
CCOC(=O)c1c(S(=O)(=O)Nc2ccccc2OCC)c(C)n(C)c1C,-4,0,i,-6,i,i,i,i,i,i,i
COc1ccc(NC(=O)C2CCN(c3cnccn3)CC2)cc1Cl,-7,3,i,-10,i,i,i,i,i,i,i
NC(=O)CC(O)c1cccc(Cl)c1 (stereo unspecified),0,-8,i,-13,i,i,i,i,i,i,i
CCCNC(=O)NC(=O)COC(=O)c1ccc(S(=O)(=O)N(C)c2ccccc2OC)cc1,-1,-9,i,-11,i,i,i,i,i,i,i
CC(C)c1nc(N2CCCC2)c(C#N)c2c1CCCC2,-21,0,i,-5,i,i,i,i,i,i,i
CCN(CC)c1ccc(NC(=O)CN2CCN(CC(=O)Nc3ccc(OC)cc3)CC2)cc1,1,6,i,-3,i,i,i,i,i,i,i
O=C(NCc1ccccn1)c1cc2ccccn2n1,2,3,i,-12,i,i,i,i,i,i,i
COCc1nnc(NC(=O)C2CC(=O)N(C3CCCCC3)C2)s1 (stereo unspecified),-4,-9,i,-4,i,i,i,i,i,i,i
COc1ccc(-c2nn(-c3ccccc3)cc2CNCCN2CCOC2=O)c(F)c1,-6,-1,i,-11,i,i,i,i,i,i,i
C/C(=N/Nc1ccnc2cc(Cl)ccc12)c1ccc(N)cc1,-16,7,i,-10,i,i,i,i,·,i,63*
COc1ccc(S(=O)(=O)N2CCCN(CC(=O)Nc3cc(NC(C)=O)ccc3OC)CC2)cc1,-13,-3,i,-5,i,i,i,i,i,i,i
O=C(NCCc1ccc(Cl)cc1)C12CC3CC(CC(O)(C3)C1)C2,3,3,i,-9,i,i,i,i,i,i,i
COc1ccc(C)cc1Nc1n[n+](-c2ccccc2)c(-c2cccc(Cl)c2Cl)s1,-5,4,i,-35,i,i,i,i,i,i,i
COc1ccc(-n2cc(C(=O)c3cc(Cl)ccc3O)cc(C#N)c2=O)cc1,-3,-4,i,-3,i,i,6*,i,i,i,i
CCCn1nnnc1NC(=O)COc1ccc(CC)cc1,·,4,i,-4,i,i,i,i,i,i,i
COc1cc(NC(=O)CN2CCN(CC(=O)Nc3ccccc3OC)CC2)cc(OC)c1,2,4,i,-2,i,i,i,i,i,i,i
Cc1nc2nc[nH]n2c(=O)c1NC(=O)c1c(-c2ccccc2Cl)noc1C,4,4,i,-3,i,i,i,i,i,i,i
O=C(Cn1cc(-c2nnnn2-c2ccc(Cl)cc2)c(=O)c2ccccc21)c1ccccc1,-5,-1,i,-8,i,i,i,i,i,i,i
CCCCCCc1cc2cc(C(N)=O)c(=N)oc2cc1O,·,-4,i,-59,i,i,29*,·,i,i,i
O=C(CN1C(=O)COc2ccccc21)NC1CCCC1,2,0,i,-1,i,i,i,i,i,i,i
C[N+](C)(C)CCOP(=O)(O)OP(=O)([O-])OC[C@H]1O[C@@H](n2ccc(N)nc2=O)[C@H](O)[C@@H]1O,-6,2,i,-4,i,i,i,i,i,i,i
CCCCCCCn1c2c(c(=N)c3ccccc31)CCC2,-6,-1,i,-31,i,-10*,i,-11*,i,i,i
COc1ccc(C(=O)Nc2ccccc2)cc1NC(=O)c1ccc([N+](=O)[O-])cc1,-5,9,i,-1,i,i,i,i,i,i,i
O=c1c2cnn(-c3ccccc3)c2ncn1Cc1ccco1,4,2,i,-6,i,i,i,i,i,i,i
CCCOc1ccc(N2CC(C(=O)NC3=NCCS3)CC2=O)cc1 (stereo unspecified),5,1,i,-12,i,i,i,i,i,i,i
CCn1nc(C)cc1C(=O)Sc1ccc(Cl)cc1Cl,6,1,i,-9,i,i,i,i,i,i,i
CCC(=O)Nc1ccc(S(=O)(=O)Nc2ncccn2)cc1,-4,0,i,-10,i,i,i,i,i,i,i
Cc1cc(C)c2cc(C(=O)N(C)C3CCN(C)CC3)[nH]c2c1,8,7,i,-8,i,i,i,i,i,i,i
CCC(CC)C(=O)Nc1cccc(/C(C)=N/NC(=O)c2ccccc2Cl)c1,-5,-9,i,-5,i,i,i,i,i,i,i
CCn1c(SCC(=O)N2CCCCC2C)nc2ccsc2c1=O (stereo unspecified),0,0,·,1,i,i,i,i,i,i,i
CNC(=O)C(=O)NCCN1CCN(C(=O)c2ccc([N+](=O)[O-])cc2)CC1,-2,11,i,-10,i,i,i,i,i,i,i
COc1ccc(Nc2nc(N)nc(CSc3n[nH]c(-c4ccccc4)n3)n2)cc1,·,3,i,-9,i,i,i,i,i,i,i
CCOc1ccc(CNc2nc3ccccc3n2CCN2CCOCC2)cc1,-9,0,i,-5,i,i,i,i,i,i,i
O=C(Nc1ccc(NC(=O)c2ccco2)nc1)c1ccccn1,3,21,i,-6,i,i,i,i,i,i,i
O=C1N[C@H](Cc2ccccc2)CO1,-7,3,i,-12,i,i,i,i,i,i,i

# Shown with each value named: entries from further up
Compound: CCn1c(SCC(=O)N2CCCCC2C)nc2ccsc2c1=O (stereo unspecified)
  DYRK1A inh = 0 | Platelet DG rel = 0 | TRPC4 inh = · | hERG protect = 1 | TRPC4 PAM = i | KCNK9 block = i | KCNQ1 inh = i | KCNK3 inh = i | PolyA inhibitor = i | KCNQ1 act = i | TRPC4 act = i
Compound: CNC(=O)C(=O)NCCN1CCN(C(=O)c2ccc([N+](=O)[O-])cc2)CC1
  DYRK1A inh = -2 | Platelet DG rel = 11 | TRPC4 inh = i | hERG protect = -10 | TRPC4 PAM = i | KCNK9 block = i | KCNQ1 inh = i | KCNK3 inh = i | PolyA inhibitor = i | KCNQ1 act = i | TRPC4 act = i
Compound: COc1ccc(Nc2nc(N)nc(CSc3n[nH]c(-c4ccccc4)n3)n2)cc1
  DYRK1A inh = · | Platelet DG rel = 3 | TRPC4 inh = i | hERG protect = -9 | TRPC4 PAM = i | KCNK9 block = i | KCNQ1 inh = i | KCNK3 inh = i | PolyA inhibitor = i | KCNQ1 act = i | TRPC4 act = i
Compound: CCOc1ccc(CNc2nc3ccccc3n2CCN2CCOCC2)cc1
  DYRK1A inh = -9 | Platelet DG rel = 0 | TRPC4 inh = i | hERG protect = -5 | TRPC4 PAM = i | KCNK9 block = i | KCNQ1 inh = i | KCNK3 inh = i | PolyA inhibitor = i | KCNQ1 act = i | TRPC4 act = i

# Some of the compounds tested; rates above refer to the full screens.
